ANO1 activ: activates or potentiates the mouse TMEM16A chloride channel | HEK293 TMEM16A/YFP-H148Q/I152L, iodide quench fluorescence; hits give low values | Q8BHY3 | 340,000 compounds, 0.3% hits | B-score at 10 µM | AID 623877;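 active = fluorescence-ratio B-score plate-corrected deviation score at least 3 library SD below zero, with starting fluorescence score within 5 deviations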;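 note: channel opened by trigger with iodide after compound preincubation; score built on the fluorescence ratio of max minus min over baseline; more negative score means more quench and so TMEM16A activation or potentiation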
Target sequence (Q8BHY3 whole entry, looked up): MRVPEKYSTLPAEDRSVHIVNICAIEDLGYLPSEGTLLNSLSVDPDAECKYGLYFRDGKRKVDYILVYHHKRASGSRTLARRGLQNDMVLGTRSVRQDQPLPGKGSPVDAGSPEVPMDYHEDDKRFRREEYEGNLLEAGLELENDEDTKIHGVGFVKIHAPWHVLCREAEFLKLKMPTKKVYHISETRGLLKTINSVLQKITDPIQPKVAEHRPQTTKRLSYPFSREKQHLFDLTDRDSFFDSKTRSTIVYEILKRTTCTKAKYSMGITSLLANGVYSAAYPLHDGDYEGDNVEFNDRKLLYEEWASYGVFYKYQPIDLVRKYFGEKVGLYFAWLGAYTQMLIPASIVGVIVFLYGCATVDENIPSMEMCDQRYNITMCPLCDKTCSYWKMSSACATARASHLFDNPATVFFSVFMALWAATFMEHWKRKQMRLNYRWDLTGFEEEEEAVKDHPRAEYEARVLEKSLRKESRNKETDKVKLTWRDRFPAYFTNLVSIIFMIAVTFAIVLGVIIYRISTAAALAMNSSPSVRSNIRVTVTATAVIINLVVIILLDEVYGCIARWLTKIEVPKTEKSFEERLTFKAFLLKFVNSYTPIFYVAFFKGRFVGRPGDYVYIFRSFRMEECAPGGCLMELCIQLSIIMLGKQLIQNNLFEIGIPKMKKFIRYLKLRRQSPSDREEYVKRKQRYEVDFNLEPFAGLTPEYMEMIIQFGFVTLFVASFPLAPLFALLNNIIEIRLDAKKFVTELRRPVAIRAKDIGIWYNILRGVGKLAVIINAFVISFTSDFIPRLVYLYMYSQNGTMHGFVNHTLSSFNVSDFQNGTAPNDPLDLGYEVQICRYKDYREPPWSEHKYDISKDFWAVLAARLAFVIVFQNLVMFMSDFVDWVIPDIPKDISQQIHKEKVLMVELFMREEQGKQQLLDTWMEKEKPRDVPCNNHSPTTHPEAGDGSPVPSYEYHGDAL
MrgX1 antagonist: antagonists of human MrgX1 receptor; 310,000 compounds, 1.3% hits; MRGX1-HEK293 calcium flux, Fluo-4, BAM8-22 antagonism; hits give low values; Q96LB2; B-score at 10 µM;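 active = calcium-response B-score plate-corrected more than 3 library SD below zero, starting fluorescence within 5 deviations, no agonist response on first addition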;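 note: peak minus trough fluorescence over baseline after final BAM8-22 challenge near maximal dose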
TRPC4 act: TRPC4 (mouse) channel activation; Q9QUQ5; HEK293 TRPC4beta/mu-opioid, Fluo4 calcium fluorescence; hits give high values; B-score at 10 µM; 310,000 compounds, 0.49% hits; AID 2237;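 active = B-score above 5 SD of library B-scores, and initial fluorescence ratio not above library mean plus 5 SD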;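 note: positive B-score marks a calcium rise read as TRPC4 activation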
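system = HEK293 cells stably co-expressing mouse TRPC4beta and mu-opioid receptor | schedule = Fluo4 dye loading 45 min at room temperature, 110 s recording | measure = B-scored integrated calcium fluorescence ratio | signal = Fluo4 calcium-sensitive dye fluorescence, kinetic, 1 Hz baseline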
TRPC4 block: TRPC4 (mouse) channel inhibition. HEK293 TRPC4beta/mu-opioid, DAMGO-evoked Fluo4 calcium flux; hits give low values. 300,000 compounds, 0.39% hits. B-score at 10 µM. AID 2247;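 active = B-score over 3 SD under the library average, no early fluorescence shift, positive overall ratio signal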
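Signal: kinetic Fluo4 fluorescence imaging of calcium influx. Material: stable TRPC4beta/mu-opioid receptor HEK293 cells. Probe or stimulus: DAMGO in two steps, submaximal then maximal.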
MrgX1 agonist: human MrgX1 receptor agonism, primary screen; AID 588627; B-score at 10 µM; MrgX1-HEK293 cells, Fluo-4 calcium fluorescence, agonist mode; hits give high values; Q96LB2; 310,000 compounds, 0.44% hits;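 active = calcium response B-score plate-corrected fluorescence ratio at least 3 library SD, with starting fluorescence B-score inside 5 SD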
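Assay system: MrgX1-expressing HEK293 cells / Amount: fifteen thousand cells per well / Doses: test compound in the initial addition of three / Timing: cells plated overnight, dye loaded 0.5 h 37 °C, 0.5 h room temperature / Technique: kinetic calcium dye fluorescence, Fluo-4 NW / Control set: positive and negative controls per plate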
TRPC4 potent: allosterically enhances the mouse TRPC4 cation channel; HEK293 TRPC4beta/mu-opioid, DAMGO EC20, Fluo-4 Ca2+ flux; hits give high values; 310,000 compounds, 0.42% hits; B-score at 10 µM; AID 2227;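 active = B-score of calcium response area above 5 SD of library B-scores, with initial fluorescence ratio within 5 SD of library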;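 note: B-score of integrated fluorescence ratio over time as area under calcium response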
ANO1 block: blocks the mouse calcium-activated chloride channel TMEM16A; HEK293 TMEM16A/YFP iodide influx fluorescence, ionomycin; normalized B-score (activity score, 25-100; higher = stronger inhibition) at 10 µM; Q8BHY3; 310,000 compounds, 1.2% hits; AID 588511;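 active = ratio plate-corrected score three or more library SD toward inhibition, starting fluorescence score within five deviations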;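 note: score derived from kinetic fluorescence span divided by baseline fluorescence per well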
TRPC6 act: activators of mouse TRPC6 channel | B-score at 10 µM | Q61143 | HEK293-TRPC6 membrane potential dye fluorescence; hits give high values | 310,000 compounds, 0.13% hits;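 active = B-score of the integrated fluorescence ratio above library mean plus 3 SD, and starting fluorescence ratio within library mean plus 5 SD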;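 note: higher score means more depolarization so channel activation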
TRPC6 inhibitor: inhibitors of mouse TRPC6 channel; Q61143; HEK293-TRPC6, membrane potential dye, ACh-evoked depolarization; hits give low values; B-score at 10 µM; 310,000 compounds, 1.1% hits; AID 2553;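 active = B-score under library mean minus 3 SD, initial fluorescence not abnormally high, positive integrated signal ratio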;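 note: B-score derived from integrated fluorescence ratio over the kinetic read; more negative B-score means stronger inhibition of depolarization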
RGS4 block: human RGS4 inhibition | AID 463165 | 310,000 compounds, 0.45% hits | B-score at 10 µM | P49798 | HEK293 M3R/RGS4 inducible, Fluo-4 calcium flux; hits give high values; triggered by carbachol at its EC20;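 active = B-score, a plate-corrected calcium signal, over three deviations above library mean, with baseline fluorescence within five deviations of library mean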;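 note: RGS4 expression induced by doxycycline in cells with stable M3 receptor; B-score is computed from the integrated fluorescence ratio over baseline after carbachol; higher B-score means a larger calcium signal and so more RGS4 inhibition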
MrgX1 PAM: human MrgX1 positive allosteric modulation, primary screen. Q96LB2. MrgX1-HEK293, Fluo-4 calcium flux, FDSS; hits give high values. B-score at 10 µM. 310,000 compounds, 0.63% hits;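 active = plate-corrected calcium response at least 3 library SD above typical, normal starting fluorescence, not activating the receptor alone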;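 note: compound read alongside a low EC10 to EC30 dose of BAM8-22 agonist; peak minus trough fluorescence over baseline measured at the second addition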
The depositor's hits bear a star; i = inactive; . = not tested or not shown.

SMILES	TRPC6 act	TRPC4 potent	ANO1 block	MrgX1 PAM	RGS4 block	ANO1 activ	MrgX1 antagonist	TRPC4 act	MrgX1 agonist	TRPC4 block	TRPC6 inhibitor
CC(=O)c1ccc(N2CCN(S(=O)(=O)c3cc4c(cc3C)NC(=O)CO4)CC2)cc1	i	i	i	i	i	i	i	i	i	i	i
CCOC(=O)C1(CCOc2ccccc2)CCN(Cc2cnc(SC)nc2)CC1	i	i	i	i	i	i	i	i	i	i	i
CCN(CC(=O)Nc1ccccc1OC)C(=O)c1cc(-c2ccccc2)nn1-c1ccccc1	i	i	i	i	i	i	i	i	i	i	i
Cc1ccccc1NC(=O)c1c(C)cc(=O)oc1C	i	i	i	i	i	i	i	i	i	i	i
COn1c(SCc2ccccc2)nc2ccccc2c1=O	i	i	i	i	i	i	i	i	i	i	i
CCOC(=O)c1nnn(-c2nonc2N)c1COc1cc(C)c(Cl)c(C)c1	i	i	i	i	i	i	i	i	i	i	i
Cc1[nH]c(=O)[nH]c(=O)c1S(=O)(=O)N1CCCC1	i	i	i	i	i	i	i	i	i	i	i
Cc1cccc(N2CCN(C(=O)c3cc(S(=O)(=O)N4CCCC4)cn3C)CC2)c1C	i	i	i	i	i	i	i	i	i	i	i
Cc1[nH]n(-c2ccc([N+](=O)[O-])cc2)c(=O)c1C=NCCN1CCN(C(=O)c2ccccc2F)CC1	i	i	i	i	i	i	i	i	i	i	i
O=C(Nc1c2c(nn1-c1cccc(Cl)c1)CS(=O)(=O)C2)c1cccs1	i	i	i	i	i	i	i	i	i	i	i
COc1ccccc1NC(=O)COc1ccccc1C(=O)c1cnn(-c2ccccc2)c1	i	i	i	i	i	i	i	i	i	i	i
COC(=O)CCC(=O)Nc1sc(C)c(C)c1C(N)=O	i	i	i	i	i	i	i	i	i	i	i
Cc1n[nH]c(=O)c2c(NC(=O)CSc3ccccc3Cl)oc(C)c12	i	i	i	i	i	i	i	i	i	i	i
CCOc1ccc(Br)cc1S(=O)(=O)Nc1ccc(Cl)c(S(=O)(=O)N(CC)c2ccccc2)c1	i	i	i	i	i	i	i	i	i	i	i
O=C(c1ccc(Cl)cc1)N1CCCC(C(=O)N2CCc3ccccc3C2)C1 (stereo not given)	i	i	i	i	i	i	i	i	i	i	i
CC1=NC(C)(C)Cc2ccccc21	i	i	i	i	i	i	i	i	i	i	i
Cc1cc2ncn(CC(O)COc3cccc(C(=O)O)c3)c2cc1C (stereo not given)	i	i	i	i	i	i	i	i	i	i	i
O=C(O)c1ccc(S(=O)(=O)c2ccc3c(c2)C(=O)N(CC2CCCO2)C3=O)cc1 (stereo not given)	i	i	i	i	i	i	i	i	i	i	i
COc1ccccc1-c1nnc(NC(=O)c2ccc(S(=O)(=O)N3CCCC3)cc2)o1	i	i	i	i	i	i	i	i	i	i	i
O=C(Nc1nc(-c2cc3ccccc3oc2=O)cs1)c1ccco1	i	i	i	i	i	i	i	i	i	i	i
Nc1nonc1-n1nnc(C(=O)N/N=C/c2cccc(F)c2)c1-c1ccccc1	i	i	i	i	i	i	i	i	i	i	i
CCN1CCN(CCNC(=O)c2ccc3c(c2)N(Cc2cccc(Cl)c2)C(=O)c2ccccc2S3=O)CC1 (stereo not given)	i	i	i	i	i	i	i	i	i	i	i
N#CC1(NC(=O)CSc2ccccn2)CCCCC1	i	i	i	i	i	i	i	i	i	i	i
COc1ccccc1-c1nnc2n1N=C(C)CS2	i	i	i	i	i	i	i	i	i	i	i
COP1(=O)C=C[C@H](N(Cc2ccccc2)S(=O)(=O)c2ccccc2[N+](=O)[O-])[C@@H](C)O1 (stereo not given in full)	i	i	i	i	i	i	i	i	i	i	i
O=C1NC(c2cccs2)Nc2sc3c(c21)CCCC3 (stereo not given)	i	i	i	i	i	i	i	i	i	i	i
CC(=O)N1CCc2cc(S(=O)(=O)N3c4ccccc4CC3C)ccc21 (stereo not given)	i	i	i	i	i	i	i	i	i	i	i
Cc1ccnc(NC(=O)c2ccc(C(=O)c3ccccc3)cc2)c1	i	i	i	i	i	i	i	i	i	i	i
CCOc1ccc(N2CC(O)(c3ccc(F)cc3)[N+]3=C2CCCC3)cc1 (stereo not given)	i	i	i	i	i	i	i	i	i	i	i
O=C(/C=C/c1ccc(F)cc1)NC(=S)NC1CCCCC1	i	i	i	i	i	i	i	i	i	i	i
Cc1cc(C)n2nc(C(=O)NC(C)(C)C)nc2n1	i	i	i	i	i	-4.6*	i	i	i	i	i
CCCCn1c(N)c(N(Cc2ccccc2OC)C(=O)c2c(CC)noc2C)c(=O)[nH]c1=O	i	i	i	i	i	i	i	i	i	i	i
CSc1nsc(NC(=O)CCNC(=O)c2ccc([N+](=O)[O-])cc2)n1	i	i	i	i	i	i	i	i	i	i	i
Cc1cc(NC(=O)CSc2nnc(-c3ccncc3)n2Cc2ccccc2)n(-c2ccccc2)n1	i	i	i	i	i	i	i	i	i	i	i
CCOC(=O)C1(Cc2ccccc2C(F)(F)F)CCN(C2CCN(C(C)=O)CC2)CC1	i	i	i	i	i	i	i	i	i	i	i
CCCOc1ccc(CCCN=C(N)N)cc1Cl	i	i	i	i	i	i	i	53*	i	i	i
CCOC(=O)N1CCN(C(=O)C2CCCCC2)CC1	i	i	i	i	i	i	i	i	i	i	i
Brc1ccc(C2=CC(c3ccco3)n3ncnc3N2)cc1 (stereo not given)	i	i	i	i	i	i	i	i	i	i	i
Cc1ccc(C2=NN(C(=O)C3CCCO3)C(c3ccco3)C2)cc1 (stereo not given)	i	i	i	i	i	i	i	i	i	i	i
O=C(CN1CCCCCC1)Nc1cc(C(F)(F)F)ccc1Cl	i	i	i	i	i	i	i	i	i	i	i
NC(=O)C1(N2CCCCC2)CCN(C(=S)NCCc2ccccc2)CC1	i	i	i	i	i	i	i	i	i	i	i
CN1C(=O)/C(=C/c2ccccc2OCc2ccccc2F)NC1=S	i	i	i	i	i	i	i	i	i	i	i
COC(=O)C1=C(N)OC2=C(C(=O)CC(C)(C)C2)C1c1cc2c(cc1Cl)OCO2 (stereo not given)	i	i	i	i	i	i	i	i	i	i	-9.3*
CCC(C)Nc1nc(-c2ccccn2)nc2ccccc12 (stereo not given)	i	i	i	i	i	i	i	i	i	i	-5.2*
COc1ccc(OCCN2CCN(C(=O)c3ccc(OC(F)F)c(OC)c3)CC2)cc1	i	i	i	i	i	i	i	i	i	i	i
C/C(=N\NC(=O)Cc1c(F)cccc1Cl)c1cccnc1	i	i	i	i	i	i	i	i	i	i	i
Cc1ccc(NC(=O)C(c2ccccc2)c2ccccc2)c(O)c1	i	i	i	i	i	i	i	i	i	i	i
Cn1cnnc1SCC(=O)Nc1ccccc1C(=O)NC1CCCC1	i	i	i	i	i	i	i	i	i	i	i
COc1cccc(NC(=O)CSc2c3c(nc4ccccc24)CCCC3)c1	i	i	i	i	i	i	i	i	i	i	i
CC(=O)Nc1ccc(-c2nc3ccccc3o2)cc1	i	i	i	i	i	i	i	i	i	i	i

Continued.
SMILES	TRPC6 act	TRPC4 potent	ANO1 block	MrgX1 PAM	RGS4 block	ANO1 activ	MrgX1 antagonist	TRPC4 act	MrgX1 agonist	TRPC4 block	TRPC6 inhibitor
Fc1ccc(Nc2c3c(nc4ccccc24)CCC3)cc1	i	i	i	i	i	i	i	i	i	i	i
CCCCNC(=O)O[C@@H]1C[C@H]2CCCC(=O)N3CC[C@@H](C1)[C@@H]23	i	i	i	i	i	i	i	i	i	i	i
CC(=O)c1cccc(CN2CCCC(C(=O)c3ccc4c(c3)OCO4)C2)c1 (stereo not given)	i	i	i	i	i	i	i	i	i	i	i
CCS(=O)(=O)c1ccc2oc(Nc3cccc(OC)c3)nc2c1	i	i	i	i	i	i	i	i	i	i	i
COc1ccccc1CNC(=O)c1ccc(NS(=O)(=O)c2cccs2)cc1	i	i	i	i	i	i	i	i	i	i	i
CC(=O)NCCNc1nc2c(-c3cccc(C(F)(F)F)c3)nnn2c2ccccc12	i	i	i	i	i	i	i	i	i	i	i
COc1ccc2nc(NC(=O)c3cccs3)sc2c1	i	i	i	i	i	i	i	i	i	i	i
O=[N+]([O-])c1ccccc1/C=C/C=N/Nc1ccc(S(=O)(=O)Nc2ccc(Cl)cc2)cc1[N+](=O)[O-]	i	i	i	i	i	i	i	i	i	i	i
O=C(C1=C[C@H](c2ccccc2)C[C@H](OCCCCO)O1)N1CCN(Cc2ccc3c(c2)OCO3)CC1	i	i	i	i	i	i	i	i	i	i	i
CC(OC1=CC(=O)CCC1)C(=O)c1ccccc1 (stereo not given)	i	i	i	i	i	i	i	i	i	i	i
CCOC(=O)Nc1ccc2c(c1)N(C(=O)N(C)C)c1ccccc1CC2	i	i	i	i	i	i	i	i	i	i	i
COCC(=O)Nc1cc(Cl)c(OC)cc1OC	i	i	i	i	i	i	i	i	i	i	i
Cc1c(C(=S)Nc2ccccc2)cnn1-c1ccc([N+](=O)[O-])cc1	i	i	i	i	i	i	i	i	i	i	i
Cc1ccc(Cn2c(Sc3nnc(C)s3)nc3c2c(=O)[nH]c(=O)n3C)cc1	i	i	i	i	i	i	i	i	i	i	i
COc1ccc(NC(=O)NC2(C)CCS(=O)(=O)C2)cc1 (stereo not given)	i	i	.	.	i	i	.	i	.	i	i
Cc1oc(C(C)(C)C)cc1C(=O)NCc1ccc2c(c1)OCO2	i	i	i	i	i	i	i	i	i	i	i
CCn1c(SCC(=O)NC2CC2)nnc1-c1ccccn1	i	i	i	i	i	i	i	i	i	i	i
COc1ccc(-c2noc(N3CCC(C(=O)Nc4ccc(F)cc4)CC3)n2)cc1	i	i	i	i	i	i	i	i	i	i	i
O=C(CSc1nnc(CNC(=O)c2cccs2)o1)NCC1CCCO1 (stereo not given)	i	i	i	i	i	i	i	i	i	i	i

Source: PubChem BioAssay (Johns Hopkins Ion Channel Center)
